Tb PGK inh: blocks T. brucei phosphoglycerate kinase | AID 602233 | Potency, µM (top dose mostly 57.5 µM), for the others: top-dose activity change, negative = inhibition, usual class: inhibitors | PGK/GAPDH coupled, Kinase-Glo luminescence, 60 min | P07378 | 380,000 compounds, 0.043% hits; also: potency is read from the fitted curve at half-maximal effect; % is scaled to controls: 0 for no effect and ±100 for the full control effect; nearly all actives have a fitted effect of over 60% in size
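Recombinant glycosomal PGK reaction used 1,3-bisphosphoglycerate generated in-well by GAPDH (100nM final) in 100mM TEA pH 7.6, 5mM MgCl2, 0.01% Tween-20. After 60 minutes at room temperature, ATP was read by Kinase-Glo Plus luminescence end-point.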
Pin1 inh: human Pin1 inhibition | Q13526 | 390,000 compounds, 0.009% hits | Pin1 FP peptide displacement, HiFluor488, 10 min | Potency, µM (doses to about 115 µM), without a hit: at the highest dose activity, negative = inhibition, usual class: inhibitors; active = well fitted inhibition curve with a large enough effect in the polarisation, with a control signal flat, not every such curve was filed as active; inconclusive = small, poorly fitted or top-dose-only effect, or effect the other way, or a change in a side signal; inactive = no such curve, though single readings can be large or run the other way; the % refers to the polarisation; also: potency is read from the fitted curve at half-maximal effect; % is scaled to controls: 0 for no effect and ±100 for the full control effect
JMJD2A Tudor: inhibitors of human JMJD2A Tudor domain. O75164. AlphaScreen JMJD2A-Tudor / H3K4me3 peptide binding. Potency, µM (doses to about 114 µM), without a hit: at the top dose activity change, negative = inhibition, usual class: inhibitors. 390,000 compounds, 4.4% hits. AID 504339; also: potency is read from the fitted curve at half-maximal effect; % is scaled to controls: 0 for no effect and ±100 for the full control effect; nearly all actives have a fitted effect of over 50% in size
G9a inh: blocks human histone lysine methyltransferase G9a; G9a H3K9 monomethylation, AlphaScreen, 2 h; Q96KQ7; Potency, µM (titrated, usually from 102 µM), inactives show at the top dose activity, negative = inhibition, actives largely listed as inhibitors; 350,000 compounds, 8.8% hits; also: potency is read from the fitted curve at half-maximal effect; % is scaled to controls: 0 for no effect and ±100 for the full control effect; nearly all actives have a fitted effect of over 75% in size
Target sequence (Q96KQ7 913-1193 limits assumed): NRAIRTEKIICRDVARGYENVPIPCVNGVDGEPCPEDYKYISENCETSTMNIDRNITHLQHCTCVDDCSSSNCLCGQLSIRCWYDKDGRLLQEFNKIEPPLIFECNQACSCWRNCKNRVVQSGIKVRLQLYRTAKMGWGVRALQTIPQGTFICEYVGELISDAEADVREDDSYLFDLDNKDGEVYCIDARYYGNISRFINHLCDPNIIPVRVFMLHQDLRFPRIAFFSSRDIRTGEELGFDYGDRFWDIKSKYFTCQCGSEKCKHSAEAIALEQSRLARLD
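Using a bead-based AlphaScreen, monomethylated H3K9 product from 2 h room-temperature reactions (G9a 20 nM, peptide 500 nM, SAM 20 uM) was detected with 0.5 ug/mL rabbit anti-H3K9me1 antibody.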
PI4K2A block: inhibitors of human PI4K2A | 420,000 compounds, 0.13% hits | purified PI4K2A, ADP-Glo luminescence, 1 h; stronger effect = lower value | AID 1346378 | activity change, negative = inhibition, % at 76.9 µM | Q9BTU6; in the data active = activity change below about -50%; inconclusive = mostly about -30% to -49%;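 also: -100% = wells without enzyme as full effect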
Target sequence (Q9BTU6 whole entry, looked up): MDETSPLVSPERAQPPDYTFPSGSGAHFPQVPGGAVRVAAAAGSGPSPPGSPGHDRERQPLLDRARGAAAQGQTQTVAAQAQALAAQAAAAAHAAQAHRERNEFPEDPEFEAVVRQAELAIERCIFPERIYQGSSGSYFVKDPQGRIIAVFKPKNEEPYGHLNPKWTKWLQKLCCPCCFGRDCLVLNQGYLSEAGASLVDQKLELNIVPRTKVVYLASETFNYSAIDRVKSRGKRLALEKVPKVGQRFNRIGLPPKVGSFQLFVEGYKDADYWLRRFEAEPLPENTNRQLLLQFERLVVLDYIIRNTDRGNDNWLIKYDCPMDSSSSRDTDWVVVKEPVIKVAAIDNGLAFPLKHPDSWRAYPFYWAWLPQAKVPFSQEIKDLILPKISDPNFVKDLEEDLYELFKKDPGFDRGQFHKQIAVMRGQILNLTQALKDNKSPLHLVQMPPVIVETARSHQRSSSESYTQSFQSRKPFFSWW
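In this quantitative HTS, ADP production by PI4K2A was quantified luminescently after 1 h at ambient temperature; 100 microM adenosine served as plate-quality control.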
HP1b binding inh: HP1-beta chromodomain-methylated histone interaction inhibition; P83916; AlphaScreen HP1-beta / biotin-H3K9me3 peptide binding; Potency, µM (top dose mostly 114 µM), for inactives: at the highest dose activity change, negative = inhibition, usual class: inhibitors; 390,000 compounds, 0.56% hits; also: potency is read from the fitted curve at half-maximal effect; nearly all actives have a fitted effect of over 70% in size; inactives centre near 23
Target sequence (P83916 whole entry, looked up): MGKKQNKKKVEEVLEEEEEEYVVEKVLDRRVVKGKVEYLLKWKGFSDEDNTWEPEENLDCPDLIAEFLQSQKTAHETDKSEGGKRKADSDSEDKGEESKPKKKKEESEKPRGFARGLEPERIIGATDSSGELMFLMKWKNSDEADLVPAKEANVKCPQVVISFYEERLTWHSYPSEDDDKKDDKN
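AlphaScreen: HP1-beta (50 nM) preformed 30 min with biotin-H3(1-18)K9me3 peptide (50 nM) in PBS pH 7.4, 0.01% Tween-20. Compound added for 30 min at RT, then streptavidin donor/nickel chelate acceptor beads (10 ug/mL) for 30 min.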
GLS inhibitor: inhibitors of human glutaminase (GLS); Potency, µM (series often up to 45.5 µM), for inactives: at the highest dose activity change, negative = inhibition, usual class: inhibitors; AID 624170; GLS enzymatic activity, qHTS titration; 410,000 compounds, 0.21% hits; O94925; also: potency is read from the fitted curve at half-maximal effect; % is scaled to controls: 0 for no effect and ±100 for the full control effect
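Enzyme dispensed in phosphate buffer (45 mM, pH 8.2, 0.02% Tween-20), compounds pinned in, then 1 mM L-glutamine solution and the glutamate oxidase–HRP–Amplex Red mix added; fluorescence read immediately and again after 30 min at room temperature.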
POLH inh: DNA polymerase eta (human) inhibition; 390,000 compounds, 1.2% hits; Potency, µM (highest dose often 114 µM), for the others: at the highest dose activity change, negative = inhibition, usual class: inhibitors; recombinant Pol eta, fluorescent DNA replication assay; Q9Y253; also: potency is read from the fitted curve at half-maximal effect; % is scaled to controls: 0 for no effect and ±100 for the full control effect
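Pol eta (10 nM) was preincubated with compounds for 15 min at room temperature, after which fluorescent replication substrate (50 nM final) was added to start the reaction. Fluorescence was read kinetically at 0 and 10 min.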
BAZ2B block: BAZ2B (human) inhibition; Q9UIF8; AlphaScreen BAZ2B-H3K14Ac peptide displacement; Potency, µM (titrated, usually from 114 µM), for inactives: at the top dose activity change, negative = inhibition, most hits filed as inhibitors; 360,000 compounds, 4.4% hits; also: potency is read from the fitted curve at half-maximal effect; % is scaled to controls: 0 for no effect and ±100 for the full control effect; nearly all actives have a fitted effect of over 60% in size
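Compounds, titrated to a top concentration of 110 uM, were incubated 30 min at room temperature with preformed BAZ2B/acetyl-K14 H3 peptide complex (50 nM each). Proximity signal was measured by AlphaScreen after 20 min with beads.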
* marks the source's active call; other numbers are inactive results; i = inactive; ? = inconclusive; / = not tested or not shown; [ ] = remark or other dose. Unless noted, calls follow the shape of the dose curve; as a rule, active = well fitted curve in the direction sought with a large enough effect; inconclusive = small, poorly fitted or top-dose-only effect, or another doubt; inactive = no such curve, though single readings can be large; an effect the other way counts as inactive or inconclusive.

The opening two entries (preview)
Results follow in this order: Tb PGK inh, Pin1 inh, JMJD2A Tudor, G9a inh, PI4K2A block, HP1b binding inh, GLS inhibitor, POLH inh, BAZ2B block
Cc1cccc([N+](=O)[O-])c1NC(=O)CN(Cc1ccccc1)Cc1ccccc1
→ -2%, -12%, -32%, -8%[59 µM], -1, -5%, 2%, -8%, -9%
CCOCCCNC(=O)CCc1ccc(S(=O)(=O)Nc2ccc(C)cc2)cc1
→ -1%, -1%, -12%, -7%, 6, 24%, -1%, -7%, -2%

The list itself, from the first entry:
Results follow in this order: Tb PGK inh, Pin1 inh, JMJD2A Tudor, G9a inh, PI4K2A block, HP1b binding inh, GLS inhibitor, POLH inh, BAZ2B block
Cc1cccc([N+](=O)[O-])c1NC(=O)CN(Cc1ccccc1)Cc1ccccc1
→ -2%, -12%, -32%, -8%[59 µM], -1, -5%, 2%, -8%, -9%
CCOCCCNC(=O)CCc1ccc(S(=O)(=O)Nc2ccc(C)cc2)cc1
→ -1%, -1%, -12%, -7%, 6, 24%, -1%, -7%, -2%
CCc1nnc(NC(=O)[C@@H](NC(=O)c2cccc(S(=O)(=O)N(CC)CC)c2)C(C)C)s1
→ 0%, 0%, -7%, 0%[12.7 µM], -10, 2%, 2%, -9%, 1%
COc1ccccc1CC(=O)Nc1ccccc1O
→ 0%, -1%, -15%, 20%, 1, 3%, -1%, -8%, -6%
COc1ccc(OCC(=O)OCC(=O)NCc2ccco2)cc1
→ i, 6%, -11%, 9%, -10, 0%, 0%, -3%, 6%
COc1ccc([C@@H]2[C@@H]3C(=O)N(C(C)(C)C)C(=O)[C@@H]3[C@]3(C)C(=O)N(c4ccc(C(F)(F)F)cc4)C(=O)N23)cc1
→ i, -2%, -26%, 2%, 1, 43%[activator], -5%, -25%, -25%
COc1ccc(C(CCc2ccc(C)o2)NC(=O)Nc2ccc(OC)cc2OC)cc1 (stereo not given)
→ -2%, 12%, ?, ?, 5, 8%, -6%, -17%, ?
COc1ccc(CCN2C(=NC(=O)CCC(=O)O)SC3CS(=O)(=O)CC32)cc1 (stereo not given)
→ /, -3%, -12%, 72%[activator][59 µM], -9, 19%, 15%, -6%, -33%[57.1 µM]
Cc1ccccc1-c1cnn(-c2cccc([N+](=O)[O-])c2)c1N
→ 0%, -11%, -29%, 0%, 7, 18%, -9%, -16%, ?
CCOc1ccc(-c2nc(CSCC(=O)N3CCN(c4cccc(OC)c4)CC3)c(C)o2)cc1
→ i, -1%, 56µM*, ?, 1, ?, 6%, -16%, ?
CC(C)(C)NC(=O)NC(=O)COC(=O)CCC1CCCCC1
→ -10%, -5%, 8%, 2%[59 µM], 4, 70%, -19%, -21%, -3%
C=CCOc1cccc(C2C(C(=O)c3ccc(C)o3)=C(O)C(=O)N2CCN(C)C)c1 (stereo not given)
→ i, ?, ?, 45µM*, 1, 55%[activator], 2%, -9%, -26%
Cc1cc(/C=C(\C#N)C(=O)NCc2ccccc2)c(C)[nH]1
→ -8%, /, /, /, 5, /, -4%, -11%, /
O=C(Cn1nc(-c2ccccc2)c2ccccc2c1=O)Nc1ccc(F)cc1
→ -9%, 2%, -20%, ?, -2, 12%, -2%, -13%, -3%
Cc1nn(CC(=O)Nc2ccc(OC(F)(F)F)cc2)c(=O)c2c(C)n(-c3ccc(Cl)cc3)nc12
→ -9%, 3%, -11%, 9%[59 µM], 2, 16%[57 µM], 6%, -24%, 3%

4 compounds out of the list above, ordered by their value in BAZ2B block, largest number first.
Results follow in this order: Tb PGK inh, Pin1 inh, JMJD2A Tudor, G9a inh, PI4K2A block, HP1b binding inh, GLS inhibitor, POLH inh, BAZ2B block
COc1ccc(OCC(=O)OCC(=O)NCc2ccco2)cc1
→ i, 6%, -11%, 9%, -10, 0%, 0%, -3%, 6%
O=C(Cn1nc(-c2ccccc2)c2ccccc2c1=O)Nc1ccc(F)cc1
→ -9%, 2%, -20%, ?, -2, 12%, -2%, -13%, -3%
COc1ccccc1CC(=O)Nc1ccccc1O
→ 0%, -1%, -15%, 20%, 1, 3%, -1%, -8%, -6%
COc1ccc([C@@H]2[C@@H]3C(=O)N(C(C)(C)C)C(=O)[C@@H]3[C@]3(C)C(=O)N(c4ccc(C(F)(F)F)cc4)C(=O)N23)cc1
→ i, -2%, -26%, 2%, 1, 43%[activator], -5%, -25%, -25%

(cont.)
Results follow in this order: Tb PGK inh, Pin1 inh, JMJD2A Tudor, G9a inh, PI4K2A block, HP1b binding inh, GLS inhibitor, POLH inh, BAZ2B block
O=C(NC1CC1)C1=C[C@@H](c2ccc(Br)cc2)C[C@@H](OCCCCO)O1
→ i, 2%, -6%, 21%[59 µM], 3, 32%, 0%, -7%, -17%
O=c1[nH]c2ccc(S(=O)(=O)N3CCCC3)cc2[nH]1
→ -5%, 1%, -11%, 3%, -1, 12%, -1%, -1%, 2%
CN(C)CCN(C(=O)c1ccc2ccccc2c1)c1nc2c(F)cc(F)cc2s1
→ 0%, -2%, ?, 50µM*, -8, -16%[57 µM], 0%, -9%, -23%[57.1 µM]
Cc1cccc(NC(=O)[C@H](Cc2c[nH]c3ccccc23)NC(=O)[C@@H]2Cc3ccccc3CN2)c1
→ -3%, 29%, ?, 1%[12.7 µM], 4, -1%, 12%, -4%, ?
CCNC(=O)CSc1nc2ccccc2c(=O)n1-c1cccc(OC)c1
→ 11%, 4%, -8%, 8%, -1, 24%, 3%, 3%, -17%
O=S(=O)(NC1CC1)c1ccc(S(=O)(=O)N2CCCC(c3nc(-c4cccnc4)no3)C2)cc1 (stereo not given)
→ 3%, 4%, -16%, 3%[12.7 µM], -4, 30%, 1%, -7%, 45%[activator]
CC(C)CNC(=S)N(CCCO)Cc1cc2cc3c(cc2[nH]c1=O)OCO3
→ -4%, -5%, -10%, 40µM*, 0, 37%, 17%, -20%, -8%
CC(=O)Nc1ccc(OCC(O)Cn2c(CO)nc3ccccc32)cc1 (stereo not given)
→ -8%, -5%, -1%, -2%, -2, 51%[activator], 3%, -8%, -22%
Cc1noc(C)c1CSCC(=O)Nc1nnc(CC(C)C)s1
→ -9%, -9%, -5%, /, -3, 52%[activator], -2%, -15%, -11%
COCCCNC(=O)C1CCC(=O)N1Cc1ccccc1Cl (stereo not given)
→ -1%, -5%, 5%, /, -10, 20%, 1%, -7%, 3%
Cc1c(NC(=O)Nc2ccc([N+](=O)[O-])cc2)c(=O)n(-c2ccccc2)n1C
→ i, -16%, 16µM*, 18%, -2, 13%, ?, -15%, -3%
O=C(Nc1nc2ccccc2[nH]1)c1ccccc1OC(F)F
→ -10%, 0%, ?, 17%, -9, 10%, -12%, 1%, -25%
O=C(c1ccccc1[N+](=O)[O-])n1cnc2ccccc21
→ -5%, 14%, -26%, ?, 4, 0%, 34%[activator], -18%, ?
CC1(C)CCc2cc(-c3ccn(S(=O)(=O)c4ccccc4Cl)n3)ccc2O1
→ -2%, 28%, -10%, 10%, 1, 23%, 13%, ?, -3%
Cc1c(NC2=CC(=O)CC(C)(C)C2)ccc([N+](=O)[O-])c1C
→ 10%, -1%, -4%, 14%[59 µM], 2, 6%, -3%, 6%, 1%

Carrying on:
Results follow in this order: Tb PGK inh, Pin1 inh, JMJD2A Tudor, G9a inh, PI4K2A block, HP1b binding inh, GLS inhibitor, POLH inh, BAZ2B block
O=C(NCC(c1cccs1)N1CCOCC1)c1cc(S(=O)(=O)N2CCOCC2)ccc1F (stereo not given)
→ 5%, 2%, -20%, -35%, -4, 24%, 0%, -16%, 1%
O=C(CC(=O)NC1CCCCC1)N/N=C/c1cccc2ccccc12
→ 4%, 8%, -16%, 10%[59 µM], 1, 14%, 8%, -1%, 6%
Cc1ccc(NC(=O)CCN2CCOCC2)cc1C
→ 3%, -5%, -7%, /, -1, 55%[activator], -3%, -15%, 13%
COc1ccc(OC)c(NC(=O)C2C3CC4OC(=O)C2C4C3)c1 (stereo not given)
→ i, -7%, 7%, 16%[59 µM], 12, 36%, -9%, -12%, -6%
CN(C)CCCN(C(=O)c1cccs1)c1nc2ccc(F)cc2s1
→ i, 0%, -15%, -24%[59 µM], -3, 24%, 11%, 8%, -8%
Cc1nc(SCCc2ccccc2)[nH]c(=O)c1C
→ -1%, 1%, -34%, 15%, 9, 7%[57 µM], -8%, -19%, -4%

Screens (PubChem BioAssay)

A portion of the library, so the mix of outcomes need not match the whole.
